MEKK2wt PB1 HTS = raises or lowers MEK5 binding to wildtype human MEKK2 PB1 domain. bead flow cytometry, Alexa488-MEK5 binding to MEKK2 WT; actives lie on both sides. AID 1531. Q9Y2U5. hit rate 1.1% among 290,000. binding response (% of control), % at 10 µM; in the data active means binding response below about 67% or above about 130%
OXTR agonist = human OXTR agonism; P30559; activation, % at 3 µM; hit rate 0.32% among 320,000; CHO-OTR cells, Fluo-8 calcium fluorescence; normalized: DMSO 0%, oxytocin 100%;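 active means activation above the mean of all tested compounds plus 3 SD, cutoff set per screening run, cut at about 20% in these data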;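 further: peak over basal fluorescence ratio from a 100 s FLIPR kinetic read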
GalR3 antagonist = blocks the human galanin receptor 3 | O60755 | HEK293 GalR3-CNG cAMP membrane potential fluorescence; galR3 body fused to GalR1 C-terminus | inhibition, % at 3 µM | hit rate 0.44% among 360,000;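 active means inhibition above the screen-wide average plus 3 SD, cut at about 13% in these data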;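 further: forskolin and galanin both at EC90 stimulate the cells; cAMP rise reported by CNG channel membrane potential dye signal; 0% = forskolin plus galanin with DMSO and 100% = forskolin alone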
V1R ag counter = counter-screen for oxytocin receptor agonists: human V1a receptor agonists | P37288 | CHO-V1R cells, Fluo-8 calcium fluorescence, agonist mode; 0% DMSO, 100% 3 nM vasopressin | activation, % at 3 µM | hit rate 0.25% among 320,000 | AID 2797;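 active means activation above the mean activation of all tested compounds plus 3 SD, per screening run, cut at about 20% in these data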;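 further: signal is peak over basal fluorescence ratio across a 100 second FLIPR read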
Target sequence (P37288 whole entry, looked up): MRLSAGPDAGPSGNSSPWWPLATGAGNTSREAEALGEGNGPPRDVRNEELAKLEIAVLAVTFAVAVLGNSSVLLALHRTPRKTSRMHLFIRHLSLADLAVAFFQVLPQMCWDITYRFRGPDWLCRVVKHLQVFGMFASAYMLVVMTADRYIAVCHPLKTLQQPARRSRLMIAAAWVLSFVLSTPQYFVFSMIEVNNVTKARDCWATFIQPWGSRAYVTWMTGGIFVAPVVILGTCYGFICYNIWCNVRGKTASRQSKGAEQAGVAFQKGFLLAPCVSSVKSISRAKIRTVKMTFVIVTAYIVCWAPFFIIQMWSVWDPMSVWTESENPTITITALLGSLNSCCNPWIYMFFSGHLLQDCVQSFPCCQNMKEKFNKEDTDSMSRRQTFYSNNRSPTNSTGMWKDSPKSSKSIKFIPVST
OXTR potentiator = potentiators of human oxytocin receptor | P30559 | CHO-OTR cells, Fluo-8 calcium fluorescence, potentiator mode; 0% = oxytocin EC15, 100% = EC100 | activation, % at 3 µM | hit rate 0.061% among 320,000;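 active means activation above that plate's cutoff, the mean activation of tested compounds plus 3 SD, cut at about 6.6% in these data, passing the limit was not always enough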;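 further: 100% uses oxytocin at 75 nM as the full agonist control; some results filed as inactive read as strong as hits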
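Measured by – Fluo-8 calcium dye fluorescence · Test system – human OTR in CHO cells · Dosing – one concentration, 3.0 µM compound · Controls – EC15 oxytocin alone as 0%, 75 nM oxytocin as 100% · Evaluation – normalized max/min fluorescence ratio, % activation · Timing – 6 min pre-incubation, 100 s read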
NALP1 inh = inhibitors of NALP1 inflammasome in yeast | S. cerevisiae NALP1/ASC/caspase-1 growth, X-gal OD620, 72 h | inhibition, % at 10 µM | AID 2071 | hit rate 0.61% among 280,000; in the data active means inhibition mostly above about 24%, no sharp cut-off; inactive means mostly below about 32%; further: some compounds called inactive have numbers as strong as hits
MEKK2 mut-MEK5 = signal of MEK5 binding to mutant human MEKK2 PB1 domain. hit rate 0.35% among 290,000. AID 1530. percent response, % at 10 µM. bead flow cytometry, Alexa488-MEK5 binding to MEKK2 mutant; in the data active means percent response above about 24%, passing the limit was not always enough; further: inactives centre near 1; some results filed as inactive read as strong as hits
PfM18AAP inh = blocks P. falciparum M18 aspartyl aminopeptidase; recombinant PfM18AAP, H-Glu-NHMec fluorogenic cleavage; inhibition, % at 7.35 µM; hit rate 1.2% among 290,000; AID 1822;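 active means inhibition above the campaign mean inhibition over all tested compounds plus 3 SD, cut at about 28% in these data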;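 further: 0% = plate median of test compound wells and 100% = 2 mM ZnCl2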
GPR7 antagonist = antagonists of human GPR7 (neuropeptides B/W receptor 1); P48145; GPR7-expressing cells, fluorescence antagonist assay; inhibition, % at 4.4 µM; hit rate 1.1% among 290,000; in the data active means inhibition above about 16%, passing the limit was not always enough;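 further: cells stimulated with the agonist NPW; 0% = agonist with vehicle and 100% = vehicle without agonist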
Target sequence (P48145 whole entry, looked up): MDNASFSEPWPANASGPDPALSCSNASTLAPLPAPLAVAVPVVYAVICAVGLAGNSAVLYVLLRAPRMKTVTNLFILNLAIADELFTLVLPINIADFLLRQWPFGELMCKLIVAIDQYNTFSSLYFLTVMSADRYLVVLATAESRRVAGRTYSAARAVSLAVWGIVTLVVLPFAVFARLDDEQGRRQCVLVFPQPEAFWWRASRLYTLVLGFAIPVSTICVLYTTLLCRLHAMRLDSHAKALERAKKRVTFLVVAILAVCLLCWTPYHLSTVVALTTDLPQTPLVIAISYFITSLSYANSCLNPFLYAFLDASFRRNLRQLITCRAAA
The depositor's hits bear a star; x = not tested or not shown.

SMILES	MEKK2wt PB1 HTS	OXTR agonist	GalR3 antagonist	V1R ag counter	OXTR potentiator	NALP1 inh	MEKK2 mut-MEK5	PfM18AAP inh	GPR7 antagonist
Cc1nc(C(=O)NNC(=O)c2ccccc2)c(C(F)(F)F)o1	103	-0.6	1	-0.4	-9	-6	4	3	-7
O=C(NCC(c1ccc(F)cc1)N1CCOCC1)c1ccc([N+](=O)[O-])o1 (stereo unspecified)	x	0.0	-3	0.1	-1	x	x	x	x
CCCCSc1nnc(-c2cc(Br)ccc2N)c(=O)[nH]1	99	-0.2	-3	-0.6	-1	30	1	0	-4
O=C(O)CCC(=O)Nc1nc(-c2ccccc2)cs1	76	-0.7	1	0.4	0	2	-16	0	-8
COc1ccc(N(C)C(=O)c2cn(CC(C)C)c(=O)c3cc(OC)c(OC)cc23)cc1	103	-1.0	-1	0.7	-11	13	6	2	-6
CC1(C)NC(=O)N(Cc2cc(=O)n3ccsc3n2)C1=O	99	0.3	8	-0.3	1	8	6	4	-15
COc1cc(OC)cc(C(=O)NC(C(=O)Nc2ccc3c(c2)OCCO3)C(C)C)c1 (stereo unspecified)	x	-1.2	-4	-0.6	-4	x	x	x	x
Clc1ccc2c(c1)c1ccccc1n2CN1CCOCC1	102	-2.3	-3	-1.1	-9	6	4	2	-13
COc1ccc(C2=NN(C(N)=S)C(c3ccco3)C2)cc1 (stereo unspecified)	95	0.0	-7	2.2	5	8	-1	7	9
CCOC(=O)C1CCN(S(=O)(=O)c2ccc(C(C)(C)C)cc2)CC1	93	-0.4	-1	2.6	-25	2	-6	-3	-9
CSc1ncccc1C(=O)NC(C)C1CC2CCC1C2 (stereo unspecified)	93	-1.5	-6	-0.2	-2	7	-5	-4	0
COc1ccc(CNC(=S)Nc2ccccc2Cl)cc1	104	-1.4	-4	-1.1	-13	0	2	8	-10
CCOc1ccc(NC(=O)CCCc2cc(-c3ccc(OCC)cc3)on2)cc1	116	0.1	-3	0.1	-6	8	5	-1	-2
O=[N+]([O-])c1ccc(NCCOc2ccccc2Cl)nc1	100	-1.2	-11	0.9	-7	15	1	-15	16
COc1cc(NC(=O)Cn2nc(C(F)(F)F)c3c2CCCC3)cc(OC)c1OC	113	3.7	3	4.6	-9	7	7	0	-12
CN1CCN(C(=S)Nc2ccc([N+](=O)[O-])cc2)CC1	x	1.6	-4	1.1	-15	20	x	2	-11
C=CCOc1cccc(CNCc2ccncc2)c1	103	x	-12	x	x	-2	8	0	-14
CC(C)(NC(=O)c1cc(Cl)c2ccccc2c1O)C(=O)O	89	-0.6	-8	-0.1	-12	3	-10	1	-2
O=C(Nc1ccccc1C(=O)N1CCN(Cc2ccccc2)CC1)c1ccccc1	110	0.0	-3	1.3	-2	24	5	-4	-15
CSc1cccc(NC(=O)CN(c2cccc(C)c2)S(C)(=O)=O)c1	100	0.3	-5	0.0	-12	-11	-9	1	10
COC(=O)c1cccc(OCC(O)Cn2cnc3cc(C)c(C)cc32)c1 (stereo unspecified)	101	6.1	1	7.8	-19	0	1	2	6
Cc1ccnc(Nc2nc3ccccc3o2)n1	115	1.0	x	0.3	-2	11	17	-1	-5
O=C(O)CCCc1nc2ccccc2s1	102	0.0	-6	0.3	-10	20	3	11	-6
Cc1cc(C(=O)OCC(=O)NNC(=O)c2cccs2)ccc1[N+](=O)[O-]	x	1.2	-7	0.3	-3	x	x	x	x
CCOc1ccc(N2CC(C(=O)NCCc3c[nH]c4ccc(OC)cc34)CC2=O)cc1 (stereo unspecified)	109	-0.3	-6	0.3	0	7	4	1	-13
Cn1ncc([N+](=O)[O-])c1C(=O)Nc1ccccc1C(=O)O	104	-0.5	-2	-0.2	-11	11	2	-7	-13
O=C(Cn1cc(C(F)(F)F)cc(Cl)c1=O)Nc1ccc(N2CCOCC2)cc1	101	-0.5	4	0.9	0	6	-4	0	-7
C/C(=N\Nc1nccnc1Cl)c1ccc(Cl)c(Cl)c1	104	-1.8	-8	-1.2	-11	3	5	9	-4
CC(/C=C/c1ccccc1)=N\NC(=O)CSc1ccccn1	102	-0.9	0	-0.2	-4	43	0	8	-9
CN=C1SC(CC(=O)Nc2cc(Cl)ccc2Cl)C(=O)N1C (stereo unspecified)	104	2.5	-3	0.0	-3	26	-2	-1	-2
Cc1ccn(CCC(=O)Nc2ccc(-c3ccno3)cc2)n1	103	0.9	-7	1.4	-7	24	0	1	9
Oc1ccc(-c2nnc(-c3ccccc3)c(-c3ccccc3)n2)cc1	97	-0.6	x	-0.8	-6	17	2	0	-11
O=c1c(Br)c(N2CCCC2)cnn1-c1ccccc1	95	-0.9	0	-0.1	4	51	-1	3	5
O=C(NCCCN1CCOCC1)c1ccc(-c2ccc(Cl)cc2)o1	97	-0.4	-2	0.6	3	2	-6	-5	-8
COCCNC(=S)N1CCN(c2ccc(Cl)cc2)CC1	105	3.2	-5	5.3	-10	-4	-5	3	2
CN(C)CCNc1oc(COc2cccc(Cl)c2)nc1C#N	107	1.6	-5	1.2	-6	29	1	-6	-15
O=C(NCc1ccccc1)C1CCCN(c2ncnc3c2nc2n3CCCCC2)C1 (stereo unspecified)	95	1.9	-5	-1.3	-21	2	-15	5	-5
Cc1ccc(C(=O)N(C)CCOc2ccccc2)cc1S(=O)(=O)N1CCOCC1	x	2.2	-6	3.5	-5	x	x	x	x
CCN(C[C@H]1N[C@@](Cc2ccccc2)(C(=O)OC)[C@H]2C(=O)N(Cc3ccccc3)C(=O)[C@@H]12)C(=O)COc1ccccc1	x	-0.2	-4	0.1	-7	x	x	x	x
Cc1ccccc1NC(=O)NCCCN1CCCC1	102	0.0	-5	2.3	-1	13	4	-2	-7
CCn1c(NC(=O)c2ccco2)c(-c2ccccc2Cl)c(=O)c2ccccc21	99	0.3	-2	-0.7	1	21	1	-4	-8
CCc1nc2c(nnn2Cc2ccc(F)cc2)c(=O)[nH]1	97	-0.9	0	0.5	3	-5	1	-2	0
CCN(C(=O)CSc1nc2ccccc2o1)C1CCS(=O)(=O)C1 (stereo unspecified)	x	0.6	-2	0.1	-3	x	x	x	x
O=C(O)c1ccc(-c2nc(-c3ccc(Cl)cc3Cl)cs2)cc1	100	-1.1	-7	-0.8	-4	10	-2	-1	-25
COc1cc(CN2CCCC(CO)(Cc3ccccc3F)C2)ccc1O (stereo unspecified)	109	-0.6	-6	1.0	-4	14	6	-1	-14
Cc1oc(C(=O)O)cc1CSc1nnc(-c2ccccc2)n1C	104	-0.1	0	-1.1	-12	24	2	0	-6
CC(C)c1ccccc1NCC(=O)N1CCN(Cc2ccccc2)CC1	107	-0.9	-7	-1.4	5	-18	6	9	3
COc1cc2[nH]c(=O)n(C3CCCCC3)c(=O)c2cc1OC	100	-0.5	5	-1.0	-6	17	4	-1	-10
COc1ccccc1OCCNC(=O)c1ccc(C)o1	x	0.3	-5	0.0	-2	x	x	x	x
Cc1nn(-c2ccccc2)c(C)c1NC(=O)COC(=O)CCc1ccccc1	92	1.2	-2	0.8	-2	-15	-7	-2	-4
Nc1[nH]ncc1-c1ccc(F)cc1	99	0.5	0	0.1	-3	9	-7	1	-3
Cn1c(C(=O)N2CCC(C(=O)N3CCN(Cc4ccc5c(c4)OCO5)CC3)CC2)cc2sccc21	100	15	x	11	-6	45	5	4	-7
O=C1NC2(CCCCC2)N=C1c1ccc(F)cc1	100	-1.5	10	-1.1	-7	-2	-1	7	11
CCCCN1C(C(=O)Nc2cc(C)on2)=C(O)c2ccccc2S1(=O)=O	109	0.8	-7	2.7	-13	-8	5	-1	-4
CSc1ccccc1OCc1cc(C(=O)N2CCCC(C)C2)no1 (stereo unspecified)	104	-1.1	1	4.0	-14	9	4	1	-5
Cc1ccc(Oc2ncc(CN3CC(C)OC(C)C3)s2)cc1 (stereo unspecified)	102	-0.3	-2	-0.1	-4	0	0	5	-11
O=c1c2c3c(sc2n(CCN2CCOCC2)c(=O)n1Cc1ccco1)CCCCC3	87	-1.8	-2	-1.0	2	x	0	-1	0
CCOc1ccc(CCNC(=O)COC(=O)c2c(OC)cccc2OC)cc1OCC	x	0.2	0	-0.4	-4	x	x	x	x
CC(=O)c1ccc(NC(=O)Cn2c(=O)oc3ccccc32)cc1	107	0.1	-10	0.3	-12	17	4	-1	3
CC(=O)c1cc(-c2ccccc2)n(CC(=O)Nc2cccc(C)c2)c1C	95	-0.1	4	-0.2	1	22	-2	1	3

Going on with the list.
SMILES	MEKK2wt PB1 HTS	OXTR agonist	GalR3 antagonist	V1R ag counter	OXTR potentiator	NALP1 inh	MEKK2 mut-MEK5	PfM18AAP inh	GPR7 antagonist
O=C(CSc1n[nH]c(=O)[nH]c1=O)Nc1ccc2c(c1)C(=O)c1ccccc1C2=O	92	-1.4	-3	-0.7	-7	14	-11	-8	-8
O=C(/C=C/c1cccs1)NC1CC1	98	-0.5	-12	0.1	-9	10	-1	3	-11
Cc1nn(Cc2noc(C(=O)NCc3ccc(F)cc3)n2)c(C)c1Br	104	1.3	10	1.2	-1	-8	11	-1	-13
COC(=O)C1=C(C)NC2=C(C(=O)CCC2)C1c1cccc(C)n1 (stereo unspecified)	93	0.9	0	8.0	3	14	0	-6	-8
NC(=O)CCNC(=O)c1ccc(Cl)cc1	110	-0.1	2	0.7	-14	5	3	-13	-10
Cc1cccc(C(OC(=O)c2ccco2)C(=O)NCc2ccccc2)n1 (stereo unspecified)	86	-0.6	-1	0.0	0	-96	-8	-4	-7
Cc1cc(-c2nc3c4c5c(sc4[nH]c(=O)n3n2)CCC5)c(C)o1	103	-0.4	x	-0.3	-5	17	4	5	-11
O=C(NCC(=O)N1CCN(c2ccccc2O)CC1)C1CCCCC1	x	3.3	1	3.4	-18	x	x	x	x
COCCNc1c(-c2ccc(OC)cc2)nc2ccc(Cl)cn12	89	-2.1	1	-1.2	6	6	-7	2	-8
CCOc1cc2c(cc1OCC)C(C(=O)O)C(c1cc(Br)c(O)c(OC)c1)N(C)C2=O (stereo unspecified)	99	-0.2	-6	0.7	1	-9	1	8	-5
CCn1c(SCC(=O)N2CCC(C)CC2)nc2c1c(=O)n(C)c(=O)n2C	94	1.7	-10	1.5	2	0	-2	-11	-19

High-throughput results as filed in PubChem BioAssay.
